Tb PYK inh = qHTS of Trypanosoma Brucei Inhibitors. hit rate 0.12% among 410,000. pyruvate kinase (Trypanosoma brucei), Q57TT1. Potency, µM (top dose mostly 76.8 µM), without a hit: at the highest dose activity, negative = inhibition, actives largely listed as inhibitors. TbPYK enzyme, Kinase-Glo Plus ATP luminescence, 45 min. AID 624173, 2012; further: potency means the concentration at half of the fitted maximal effect; nearly all actives have a fitted effect of over 50% in size
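Activity of T. brucei pyruvate kinase was followed by Kinase-Glo Plus luminescence after the enzyme reacted 45 min at room temperature with 130 uM ADP (final) and substrate. Test compounds were added before ADP at multiple concentrations.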
Sm TGR block = qHTS Assay for the Inhibitors of Schistosoma Mansoni Peroxiredoxins. Schistosoma mansoni thioredoxin glutathione reductase (TGR), Q962Y6. purified TGR, DTNB reduction, TNB absorbance 405 nm. Potency, µM (top dose mostly 114 µM), inactives show at the highest dose activity change, negative = inhibition, actives largely listed as inhibitors. hit rate 3% among 360,000. AID 485364, 2010; further: potency means the concentration at half of the fitted maximal effect; nearly all actives have a fitted effect of over 60% in size
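TGR 20 nM + NADPH 100 uM (dispensed conc.), cpd preinc 15 min RT; start with NADPH (500 uM addition) then DTNB (15 mM addition). Kinetic TNB absorbance, 405 nm filter. Four-parameter Hill fit across titration.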
AMA1 RON2 block = qHTS for Inhibitors of AMA1-RON; Towards Development of Antimalarial Drug Lead: Primary Screen; hit rate 0.2% among 360,000; Potency, µM (highest dose often 58.2 µM), inactives show top-dose activity change, negative = inhibition, most hits filed as inhibitors; Plasmodium falciparum AMA1 (3D7) - RON2 peptide interaction; AlphaScreen AMA1-biotinylated RON2 peptide binding;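 further: potency means the concentration at half of the fitted maximal effect; 0% = vehicle wells and -100% = peptide control; nearly all actives have a fitted effect of over 45% in size; some results filed as inactive show a strong effect at the top dose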
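AMA1 (3D7) with his tag at 25 nM final met compounds first, then biotinylated RON2 peptide at 25 nM; detection used donor plus acceptor beads, 10 µg/mL apiece, read by AlphaScreen after 30 min at room temperature.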
HCMV antiviral = qHTS Assay for inhibitors of the human cytomegalovirus (HCMV) | HFF cells, HCMV-luciferase reporter, 72 h; hits give low values | activity change, negative = inhibition, % at 57.5 µM | hit rate 4.5% among 410,000; in the data active means activity change below about -60%; inconclusive means no clear call, values can overlap the other calls; inactive means above about -39%
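Inhibition of viral replication was scored as loss of reporter luminescence in HFFs infected with HCMV-luciferase (MOI 1 PFU/cell) for 72 h; compounds tested at 2 doses, normalized to buffer and Salinomycin controls.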
AmpC inh no detg = qHTS Inhibitors of AmpC Beta-Lactamase (assay without detergent); P00811; AmpC nitrocefin hydrolysis, absorbance 480 nm, 0.0001% Triton; Potency, µM (series often up to 57.1 µM), inactives show at the highest dose activity change, negative = inhibition, hits mostly inhibitors; hit rate 0.52% among 330,000; AID 485341, 2010;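 further: potency means the concentration at half of the fitted maximal effect; plate controls were no compound for no effect and no enzyme for full effect; nearly all actives have a fitted effect of over 20% in size; some results filed as inactive show a strong effect at the top dose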
Target sequence (P00811 whole entry, looked up): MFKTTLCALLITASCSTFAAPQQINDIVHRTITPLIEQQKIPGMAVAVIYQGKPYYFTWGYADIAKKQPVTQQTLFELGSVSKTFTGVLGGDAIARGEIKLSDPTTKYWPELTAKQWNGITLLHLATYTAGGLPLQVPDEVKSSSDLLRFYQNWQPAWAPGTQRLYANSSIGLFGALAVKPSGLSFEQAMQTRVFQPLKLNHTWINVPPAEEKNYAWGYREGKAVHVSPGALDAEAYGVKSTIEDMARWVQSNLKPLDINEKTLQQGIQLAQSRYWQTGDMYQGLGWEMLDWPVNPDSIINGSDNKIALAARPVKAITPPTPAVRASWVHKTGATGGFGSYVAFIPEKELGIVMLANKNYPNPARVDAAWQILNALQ
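20 mM phosphate pH 7.0 + 0.01% (detergent screen) or 0.0001% Triton X-100; 5.3 nM AmpC reagent; cpd preinc 15 min RT; nitrocefin (800 uM stock) to start; A480 q20 s × 4 min; Activity was normalised to no-enzyme and no-compound control wells.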
AmpC detergent = qHTS Inhibitors of AmpC Beta-Lactamase (assay with detergent). P00811. AmpC hydrolysis of nitrocefin, absorbance 480 nm, 0.01% Triton. Potency, µM (top dose mostly 114 µM), inactives show at the highest dose activity change, negative = inhibition, hits mostly inhibitors. hit rate 0.041% among 370,000. AID 485294, 2010;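 further: potency means the concentration at half of the fitted maximal effect; 0% = no-compound wells and -100% = no-enzyme wells; nearly all actives have a fitted effect of over 25% in size; some results filed as inactive show a strong effect at the top dose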
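AmpC (5.3 nM in the dispensed reagent) in 20 mM phosphate pH 7.0 with 0.01% (detergent screen) or 0.0001% Triton X-100 was preincubated with compounds for 15 min at room temperature. Nitrocefin was then added from an 800 uM solution, and hydrolysis was followed at 480 nm.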
LmPK inhibitor = qHTS Assay for Inhibitors of Leishmania Mexicana Pyruvate Kinase (LmPK); Q27686; purified LmPK, Kinase-Glo ATP luminescence, 1 h; Potency, µM (series often up to 57.5 µM), inactives show at the highest dose activity change, negative = inhibition, most hits filed as inhibitors; hit rate 0.37% among 290,000; AID 1721, 2009; further: potency means the concentration at half of the fitted maximal effect
Target sequence (Q27686 whole entry, looked up): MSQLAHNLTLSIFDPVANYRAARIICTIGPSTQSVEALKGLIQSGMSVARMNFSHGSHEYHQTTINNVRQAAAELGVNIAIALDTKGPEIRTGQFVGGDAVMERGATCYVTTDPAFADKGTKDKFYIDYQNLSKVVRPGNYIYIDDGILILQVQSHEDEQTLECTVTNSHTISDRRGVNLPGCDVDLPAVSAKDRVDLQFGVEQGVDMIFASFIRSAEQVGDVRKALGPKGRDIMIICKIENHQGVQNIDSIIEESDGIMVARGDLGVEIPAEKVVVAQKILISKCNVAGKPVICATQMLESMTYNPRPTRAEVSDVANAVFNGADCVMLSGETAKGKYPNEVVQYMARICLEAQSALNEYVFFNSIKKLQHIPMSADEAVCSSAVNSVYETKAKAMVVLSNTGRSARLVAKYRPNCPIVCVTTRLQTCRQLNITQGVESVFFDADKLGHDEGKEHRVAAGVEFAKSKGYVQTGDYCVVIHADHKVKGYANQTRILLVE
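Pyruvate kinase activity monitored as ATP production (luciferase luminescence). Conditions: 0.1 nM enzyme, 0.5 mM PEP, 0.1 mM ADP, 1 h, RT; normalized against uninhibited and no-enzyme wells.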
* = called active by the depositor; u = inconclusive; x = not tested or not shown; [ ] = remark or other dose. Unless noted, the call rests on the fitted dose curve; in most records, active means well fitted curve in the direction sought with a large enough effect; inconclusive means small, poorly fitted or top-dose-only effect, or another doubt; inactive means no such curve, though single readings can be large; an effect the other way counts as inactive or inconclusive. Unless noted, on the % scale 0 is the no-effect control and ±100 the full control effect.

Labels used below: A = Tb PYK inh; B = Sm TGR block; C = AMA1 RON2 block; D = HCMV antiviral; E = AmpC inh no detg; F = AmpC detergent; G = LmPK inhibitor
> CCn1cc(CN2CCC(n3nccc3NC(=O)CCOc3ccccc3)CC2)c(C)n1
  A = -2%; B = -2%; C = -11%; D = 2; E = -1%; F = 3%; G = -2%

> COc1ccc(-c2nc(CSCC(=O)NCC3CCCO3)c(C)o2)cc1OC (stereo not drawn)
  A = -3%; B = -21%; C = -8%; D = 17; E = 28%; F = -14%; G = -2%

> Cc1cccc(N2CC(C(=O)Nc3nnc(SCC(=O)N4CCOCC4)s3)CC2=O)c1 (stereo not drawn)
  A = -11%; B = 1%; C = 12%; D = 1; E = -4%; F = 3%; G = -9%

> COC(=O)c1ccc(COc2cc(C)ccc2C)o1
  A = 0%; B = -12%; C = 25%; D = 9; E = -5%; F = -8%; G = -1%

> Cc1ccc(Cl)cc1N1CCN(C(=O)CN(C2CCCCC2)S(C)(=O)=O)CC1
  A = 4%; B = 9%; C = -3%; D = -24; E = 155%[activator]; F = 2%; G = 5%

> CC1CC(C)CN(c2ccc([N+](=O)[O-])nc2)C1 (stereo not drawn)
  A = -3%; B = 11%; C = -4%; D = u; E = -15%; F = 3%; G = 13%

> Cc1ccc(Cn2c(SCC(C)C)nc3c2c(=O)n(C)c(=O)n3C)cc1
  A = 0%; B = -1%; C = 2%; D = 13; E = 4%; F = -2%; G = 9%

> C=CCn1c(SCc2nc3ccccc3c(=O)[nH]2)nc2sc3c(c2c1=O)CCCC3
  A = -12%; B = 4%; C = 7%; D = x; E = -24%; F = 5%; G = 0%

> CC[C@H](C)[C@H](NC(=O)OCc1ccccc1)C(=O)OCC(=O)N(C)CC(=O)Nc1ccccc1Cl
  A = 0%; B = 2%; C = -2%; D = -23; E = 131%[activator]; F = 0%; G = x

> O=C(CCNC(=O)C1CCN(S(=O)(=O)c2ccc(F)cc2)CC1)NCCc1cccc(F)c1
  A = -1%; B = 7%; C = -3%; D = -2; E = 76%[activator]; F = 0%; G = 0%

> COC(=O)[C@]12CCCCC=C1N(Cc1cccc3ccccc13)C(=O)[C@H](CC(=O)NCc1cccs1)C2
  A = -3%; B = x; C = -7%; D = 13; E = x; F = x; G = x

> COc1ccc(N2C(=O)CC(S/C(N)=N/N=C(\C)c3cccs3)C2=O)cc1 (stereo not drawn)
  A = 0%; B = 5%; C = 4%; D = 56; E = -16%; F = -4%; G = 2%

> O=C(N1CCCCCC1)N1CCN(C(=O)N2CCOCC2)CC1
  A = -1%; B = 2%; C = -1%; D = 40; E = -3%; F = u; G = 3%

> O=C1OC(NC(=O)c2ccccc2)C(n2cc(CO)nn2)=C1Cl (stereo not drawn)
  A = -8%; B = 0.79µM*; C = -2%; D = 18; E = -34%; F = u; G = 7%

> O=C(NCc1cccs1)c1ccc([N+](=O)[O-])cc1
  A = -9%; B = -14%; C = 0%; D = u; E = -7%; F = -9%; G = -2%

> O=C1c2ccccc2NC(c2ccccc2)N1CCCN1CCOCC1 (stereo not drawn)
  A = 1%; B = 3%; C = 1%; D = -6; E = 1%; F = 6%; G = -4%

> O=C(O)CSc1nnc(-c2ccc(Cl)cc2Cl)n1-c1ccc(Cl)cc1
  A = u; B = 1%; C = 59%[activator]; D = -24; E = -11%; F = -13%; G = 5%

> Cc1c(Cl)cccc1NC(=O)c1ccc2c(c1)nnn2C1CCCC1
  A = -4%; B = 1%; C = x; D = -13; E = x; F = 0%; G = x

> COc1cc(/C=C2\SC(=O)NC2=O)ccc1Oc1cnccn1
  A = 1%; B = 4%; C = 0%; D = u; E = -8%; F = -4%; G = -13%

> O=C(CCl)N(CCc1ccccc1)CCc1ccccc1
  A = 4%; B = 13µM*; C = 0%; D = -100*; E = -16%; F = 4%; G = -1%

> O=C(NCCO)C1CCN(S(=O)(=O)c2ccc(F)cc2)CC1
  A = 0%; B = 16%; C = 4%; D = 27; E = -1%; F = 1%; G = 9%

> Cc1ccc(CN2C(=O)c3ccccc3Sc3ccc(C(=O)NC4CCCCC4)cc32)cc1
  A = -11%; B = 2%; C = x; D = -7; E = x; F = -2%; G = x

> O=C(CCC(=O)c1cccs1)NNC(=O)c1ccc(Cl)cc1
  A = 1%; B = -34%; C = 55%[activator]; D = -23; E = -9%; F = 7%; G = x

> C[C@H](NC(=O)c1ccccc1Cl)C(=O)OC(C(=O)Nc1cc(C(F)(F)F)ccc1Cl)c1ccccc1 (stereo partly drawn)
  A = -1%; B = -17%; C = -13%; D = -31; E = -13%; F = -7%; G = 2%

> Cc1cnc(NC(=O)c2cc3c(C)nn(-c4ccccc4)c3s2)s1
  A = -7%; B = 1%; C = 24%; D = 33; E = -2%; F = 2%; G = 1%

> COc1ccc(CNC(=O)c2ccc(-c3nc(CSc4ccccc4)c(C)o3)cc2)cc1OC
  A = -13%; B = -32%; C = x; D = 9; E = x; F = 5%; G = x

> CCC1(c2ccccc2)NC(=O)N(CC(=O)N(C)Cc2c(F)cccc2Cl)C1=O (stereo not drawn)
  A = -4%; B = -5%; C = 17%; D = -31; E = 25%; F = u; G = 0%

> CCCn1c(SCC(=O)NCCc2ccccc2)nnc1-c1ccccn1
  A = 2%; B = 1%; C = -3%; D = 39; E = 8%; F = -12%; G = 3%

> c1ccc2[nH]c(-c3ccc4c(c3)OCO4)nc2c1
  A = u; B = x; C = -14%; D = 59; E = x; F = x; G = x

> CCc1ccc(C(=O)C(C)OC(=O)CN2C(=O)NC3(CCCC3)C2=O)cc1 (stereo not drawn)
  A = 3%; B = x; C = 2%; D = -32; E = x; F = x; G = x

> COc1ccccc1NC(=S)NC12CN3CN(CN(C3)C1)C2
  A = 2%; B = 0%; C = 39%[activator]; D = -36; E = -12%; F = 0%; G = -11%

> CCN(CC)C(=O)CSC1=Nc2ccccc2C2=NC(c3ccccc3)C(=O)N12 (stereo not drawn)
  A = 2%; B = -6%; C = 0%; D = 23; E = -17%; F = u; G = -7%

> CCn1c(Cc2cccc3ccccc23)nnc1SCC(=O)Nc1nccs1
  A = u; B = 6%; C = -1%; D = -5; E = -3%; F = -7%; G = -3%

> CCOC(=O)C1CCCN(c2nc3c(C)cccn3c(=O)c2/C=C(\C#N)C(=O)NCc2ccco2)C1 (stereo not drawn)
  A = -4%; B = -28%; C = -2%; D = u; E = 21%; F = -5%; G = 4%

> O=C(O)c1ccc(NC(=O)C2(c3ccccc3)CCOCC2)cc1
  A = -6%; B = 0%; C = 1%; D = -9; E = -15%; F = -6%; G = -6%

> COc1ccc(-c2c(Sc3ccccc3)c3cc(-c4ccc5c(c4)OCO5)ccc3n2C)cc1
  A = 3%; B = x; C = -22%; D = 2; E = x; F = x; G = x

> CCOC(=O)Nc1ccc(S(=O)(=O)NCCCN2CCOCC2)cc1
  A = 0%; B = -18%; C = 47%[activator]; D = -25; E = -7%; F = -4%; G = 7%

> O=C(Nc1cccc(-n2cnnn2)c1)c1ccncc1
  A = 0%; B = -14%; C = 9%; D = -23; E = -21%; F = -8%; G = 7%

> COc1ccc(C2SCC(=O)N2C)cc1 (stereo not drawn)
  A = 0%; B = -1%; C = -2%; D = 8; E = -2%; F = -10%; G = 3%

> Cc1cccc(C)c1N1CCc2cn[nH]c21
  A = 2%; B = 12%; C = 14%; D = 18; E = -21%; F = 1%; G = -3%

> COC(=O)C[C@H]1c2cc(F)cc(F)c2S(=O)(=O)N1C1CCN(Cc2ccccc2)CC1
  A = 3%; B = x; C = -6%; D = -14; E = x; F = x; G = x

> CC1=C(C(=O)OCC(C)C)C(c2ccsc2)NC(=O)N1 (stereo not drawn)
  A = 0%; B = -21%; C = -3%; D = -26; E = -15%; F = 0%; G = 3%

> CCN(CC(=O)N1CCOCC1)S(=O)(=O)c1ccccc1
  A = -15%; B = -4%; C = -2%; D = 4; E = -8%; F = -6%; G = 0%

> N/C(=N\OC(=O)c1ccc2ccccc2c1)c1ccccn1
  A = u; B = -5%; C = 7%; D = -83*; E = -15%[11.4 µM]; F = u; G = 14µM*

> Cc1cccc(/C=N/NC(=O)c2cc(Br)ccc2O)n1
  A = 5%; B = -11%; C = 92%[activator]; D = -16; E = -45%; F = -8%; G = 3%

> CSc1ccccc1OCc1cc(C(=O)NCC(C)Oc2cccnc2)no1 (stereo not drawn)
  A = 4%; B = x; C = -4%; D = -25; E = x; F = x; G = x

> CC1=C(C(=O)OC2CCCC2)C(c2ccc(Cl)cc2)CC(=O)N1 (stereo not drawn)
  A = -1%; B = 6%; C = x; D = u; E = x; F = 12%; G = x

> COC(=O)c1ccc(C2/C(=C(/O)c3ccc(Cl)cc3)C(=O)C(=O)N2C2CCS(=O)(=O)C2)cc1 (stereo not drawn)
  A = -3%; B = -2%; C = -14%; D = 2; E = -11%; F = 4%; G = 2%

> NN1C(=O)/C(=C2/Sc3ccccc3N2CCCS(=O)(=O)O)SC1=S
  A = -5%; B = 9%; C = -1%; D = -21; E = -30%; F = -13%; G = -9%

Sorted by number of heavy atoms (high to low): part of the list above
Labels used below: A = Tb PYK inh; B = Sm TGR block; C = AMA1 RON2 block; D = HCMV antiviral; E = AmpC inh no detg; F = AmpC detergent; G = LmPK inhibitor
> COC(=O)c1ccc(C2/C(=C(/O)c3ccc(Cl)cc3)C(=O)C(=O)N2C2CCS(=O)(=O)C2)cc1 (stereo not drawn)
  A = -3%; B = -2%; C = -14%; D = 2; E = -11%; F = 4%; G = 2%

> NN1C(=O)/C(=C2/Sc3ccccc3N2CCCS(=O)(=O)O)SC1=S
  A = -5%; B = 9%; C = -1%; D = -21; E = -30%; F = -13%; G = -9%

> CC1=C(C(=O)OC2CCCC2)C(c2ccc(Cl)cc2)CC(=O)N1 (stereo not drawn)
  A = -1%; B = 6%; C = x; D = u; E = x; F = 12%; G = x

> Cc1cccc(/C=N/NC(=O)c2cc(Br)ccc2O)n1
  A = 5%; B = -11%; C = 92%[activator]; D = -16; E = -45%; F = -8%; G = 3%

High-throughput results: PubChem BioAssay, National Center for Advancing Translational Sciences (NCATS)
